Assay outcomes: PubChem, The Scripps Research Institute Molecular Screening Center
PAD4 FP inh – inhibitors of human PAD4 | Q9UM07 | recombinant PAD4, RCA probe fluorescence polarization | inhibition, % at 6.36 µM | 0.41% of 330,000 active;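 active = percent inhibition above a cutoff equal to the mean of all tested compounds plus 3 SD, cut at about 15% in these data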;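 note: 0% = PAD4 with RCA probe and DMSO and 100% = probe without PAD4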
pPAFAH FP inh – pPAFAH (human) enzyme inhibition; recombinant pPAFAH, FP-rhodamine probe fluorescence polarization; inhibition, % at 3.39 µM; 1.5% of 330,000 active; AID 463082;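 active = inhibition above the mean inhibition across the screen plus 3 SD, cut at about 25% in these data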;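 note: inhibitors block binding of the rhodamine activity-based probe so polarization drops; 0% = enzyme with DMSO and 100% = wells lacking pPAFAH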
Target sequence (Q13093 whole entry, looked up): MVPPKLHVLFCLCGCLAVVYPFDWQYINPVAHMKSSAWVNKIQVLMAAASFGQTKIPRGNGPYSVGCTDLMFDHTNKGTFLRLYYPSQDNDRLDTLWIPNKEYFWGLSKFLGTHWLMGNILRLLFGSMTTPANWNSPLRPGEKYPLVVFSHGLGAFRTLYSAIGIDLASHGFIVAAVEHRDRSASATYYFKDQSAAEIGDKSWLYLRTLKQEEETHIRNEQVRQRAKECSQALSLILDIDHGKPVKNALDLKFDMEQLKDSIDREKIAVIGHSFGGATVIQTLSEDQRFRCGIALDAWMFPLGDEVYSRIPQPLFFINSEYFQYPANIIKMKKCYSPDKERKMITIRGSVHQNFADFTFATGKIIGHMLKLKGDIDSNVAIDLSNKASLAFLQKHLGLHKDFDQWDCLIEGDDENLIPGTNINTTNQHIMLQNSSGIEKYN
PAFAH1B2 inh – blocks human PAF acetylhydrolase 1b catalytic subunit 2. P68402. recombinant PAFAH1B2, FP-rhodamine activity probe, fluorescence polarization. inhibition, % at 3.39 µM. 1.2% of 340,000 active. AID 492953;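 active = inhibition above the mean of all tested compounds plus 3 SD, cut at about 24% in these data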;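 note: 0% = enzyme with DMSO and 100% = wells lacking PAFAH1B2; many of its hits are not listed in these tables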
GSTO1 counter – counter-screen for RBBP9 inhibitors: inhibitors of human GSTO1. P78417. recombinant GSTO1, activity-based probe fluorescence polarization. inhibition, % at 5.96 µM. 1.1% of 300,000 active. AID 1974;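 active = inhibition above the campaign mean inhibition plus 3 SD, cut at about 35% in these data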;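 note: 0% = GSTO1-1 with DMSO and 100% = wells lacking GSTO1-1 enzyme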
LYPLA1 counter – LYPLA1 (human) inhibition in PME1 counter-screen; O75608; recombinant LYPLA1, FP-Rh probe fluorescence polarization; inhibition, % at 5.9 µM; 0.16% of 320,000 active;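 active = inhibition above the mean of all tested compounds plus 3 SD, set per campaign, cut at about 14% in these data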;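 note: inhibitors block serine hydrolase probe labeling of LYPLA1 so polarization falls; 0% = enzyme with DMSO and 100% = wells lacking LYPLA1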
Target sequence (O75608 whole entry, looked up): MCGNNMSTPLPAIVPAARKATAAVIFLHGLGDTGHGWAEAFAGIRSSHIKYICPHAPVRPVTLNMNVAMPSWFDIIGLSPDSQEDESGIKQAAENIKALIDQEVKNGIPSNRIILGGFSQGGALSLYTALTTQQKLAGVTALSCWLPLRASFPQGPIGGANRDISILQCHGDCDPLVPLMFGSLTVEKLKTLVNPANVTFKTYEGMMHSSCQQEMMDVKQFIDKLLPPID
PAFAH2 inh – inhibitors of human PAFAH2. recombinant PAFAH2, FP-rhodamine activity probe, fluorescence polarization. AID 492956. 0.99% of 340,000 active. inhibition, % at 3.39 µM;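 active = inhibition above the mean over all tested compounds plus 3 SD, cut at about 30% in these data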;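 note: inhibitors block probe labeling of enzyme so polarization drops; 0% = enzyme with DMSO and 100% = wells lacking PAFAH2 protein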
PREPL inhibitor – inhibitors of human prolyl oligopeptidase-like enzyme PREPL. Q4J6C6. recombinant PREPL, fluorescence polarization activity-based probe. inhibition, % at 5.96 µM. 0.68% of 320,000 active. AID 2751; in the data active = inhibition above about 43%;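 note: 0% = enzyme with DMSO and 100% = wells lacking enzyme; many of its hits are not listed in these tables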
PAFAH1B3 FP inh – blocks human PAF acetylhydrolase 1B catalytic subunit 3; Q15102; recombinant PAFAH1B3, FP-rhodamine probe, fluorescence polarization; inhibition, % at 3.39 µM; 0.28% of 340,000 active;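 active = inhibition above the screen-wide average of all tested compounds plus 3 SD, cut at about 25% in these data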;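 note: 0% = enzyme with DMSO only and 100% = wells lacking PAFAH1B3 protein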
Target sequence (Q15102 whole entry, looked up): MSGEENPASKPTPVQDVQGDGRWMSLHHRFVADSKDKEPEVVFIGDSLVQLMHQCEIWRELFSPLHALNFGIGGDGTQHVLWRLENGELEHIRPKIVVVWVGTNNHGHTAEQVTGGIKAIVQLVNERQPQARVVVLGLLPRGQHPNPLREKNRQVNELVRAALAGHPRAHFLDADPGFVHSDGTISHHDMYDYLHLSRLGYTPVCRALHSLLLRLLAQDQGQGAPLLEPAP
LYPLA2 inh – LYPLA2 (human) inhibition in PME1 counter-screen | O95372 | recombinant LYPLA2, FP-Rh probe fluorescence polarization | inhibition, % at 5.9 µM | 0.38% of 320,000 active;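 active = inhibition above the screen-wide mean plus 3 SD, limit set per campaign, cut at about 26% in these data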;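 note: 0% = LYPLA2 with DMSO and 100% = wells lacking LYPLA2 enzyme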
Numbers without * were called inactive; nt = no result given.

SMILES	PAD4 FP inh	pPAFAH FP inh	PAFAH1B2 inh	GSTO1 counter	LYPLA1 counter	PAFAH2 inh	PREPL inhibitor	PAFAH1B3 FP inh	LYPLA2 inh
O=C(COC(=O)COc1ccc(Cl)cc1Cl)Nc1cccnc1Cl	6	2	1	35*	-5	-2	6	-1	-3
CC(C)c1onc(C(=O)N2CCN(c3ccccc3)CC2)c1[N+](=O)[O-]	2	1	-5	4	2	-5	4	4	4
COc1ccc(NC(=O)CSc2nnc(-c3ccncc3)n2CC2CCCO2)c(OC)c1 (stereo unspecified)	2	3	-4	10	-2	6	26	-1	4
CSc1ccc(C(=O)C2CCCN(C(=O)c3csc(C(C)=O)c3)C2)cc1 (stereo unspecified)	3	2	1	-3	4	7	20	3	2
CCN(CC(=O)NCc1ccc(Cl)cc1)C(=O)CCc1ccccc1O	1	0	6	9	1	6	-10	4	-2
CC(C)CN1CCN(Cc2cc3ccccc3[nH]2)CC1CCO (stereo unspecified)	-4	-2	-3	0	-1	5	23	3	3
N#Cc1c2ccc(O)cc2n2ccccc12	-5	11	2	6	2	4	13	16	2
CC(=O)NCc1nc2ccccc2n1C(C)C	-6	3	4	2	-1	-6	0	0	-2
COc1ccc(CNC(=O)COC(=O)Cc2ccsc2)cc1	-1	6	7	4	2	-3	-2	5	7
CC(C)(C)c1ccc(C(=O)C=[N+]=[N-])cc1	0	5	0	1	-2	-1	-7	-1	1
N/C(=N/O)c1ccccc1N1CCC(Cc2ccccc2)CC1	6	9	7	1	0	3	18	3	11
COc1cc(C(=O)OCCCN2CCOCC2)ccc1O	-2	-4	-1	-1	0	7	-2	6	-8
C=CCOC(=O)C1=C(C)NC(SCC(=O)Nc2ccc(C)c(Cl)c2)=C(C#N)C1c1ccco1 (stereo unspecified)	1	-6	-3	-1	-3	-13	-59	-2	-4
O=C(CN1CCN(Cc2ccc(Cl)cc2)C1=O)NCCCN1CCOCC1	3	-4	4	-5	-2	9	0	9	4
Cc1ccc(OCCCC(=O)Nc2ccc(S(=O)(=O)Nc3ccccn3)cc2)cc1	0	5	5	-2	-2	9	6	-1	2
COc1ccccc1CN(Cc1cc2cc(C)ccc2[nH]c1=O)Cc1nnnn1Cc1ccco1	-2	8	1	3	-5	-5	14	-8	-7
Cc1cc(C)n2nc(S(=O)(=O)Nc3c(Cl)cccc3Cl)nc2n1	-3	3	0	-1	-2	2	1	7	-7
COc1cc(-c2[nH]nc3c2C(c2ccoc2)C(C#N)=C(N)O3)cc(OC)c1OC (stereo unspecified)	11	2	-1	7	1	14	2	6	0
CC(C)NC(=O)NC(=O)COC(=O)c1ccccc1Oc1ccccc1	-1	3	8	7	1	7	2	2	14
CN(Cc1nccs1)C(=O)c1ccc2nc(Cc3ccccc3F)oc2c1	-1	0	-3	-2	-1	-8	6	0	1
CCCNc1nc2c(c(=O)n(C)c(=O)n2C)n1CCc1ccccc1	1	2	4	3	-1	-1	9	-5	4
CCc1nnc(NC(=O)CCC(=O)Nc2ccc(Cl)cc2)s1	0	3	3	-4	3	3	-9	6	0
CCOC(=O)N1CCC(NS(=O)(=O)c2ccc3c(c2)oc(=O)n3C)CC1	-1	2	5	24	-2	-8	-2	3	3
CC1CCCCN1C(=O)Cn1cc(C#N)c2ccccc21 (stereo unspecified)	-6	2	3	-2	-2	-13	-2	9	21
Cc1ccccc1N=C1SCCN1C(=O)CN1C(=O)NC2(CCCC2)C1=O	3	1	-4	7	-4	15	-1	7	-2

Reprinted from the entries so far for reference:
SMILES	PAD4 FP inh	pPAFAH FP inh	PAFAH1B2 inh	GSTO1 counter	LYPLA1 counter	PAFAH2 inh	PREPL inhibitor	PAFAH1B3 FP inh	LYPLA2 inh
O=C(COC(=O)COc1ccc(Cl)cc1Cl)Nc1cccnc1Cl	6	2	1	35*	-5	-2	6	-1	-3
CC(C)c1onc(C(=O)N2CCN(c3ccccc3)CC2)c1[N+](=O)[O-]	2	1	-5	4	2	-5	4	4	4
COc1ccc(NC(=O)CSc2nnc(-c3ccncc3)n2CC2CCCO2)c(OC)c1 (stereo unspecified)	2	3	-4	10	-2	6	26	-1	4
CSc1ccc(C(=O)C2CCCN(C(=O)c3csc(C(C)=O)c3)C2)cc1 (stereo unspecified)	3	2	1	-3	4	7	20	3	2
CCN(CC(=O)NCc1ccc(Cl)cc1)C(=O)CCc1ccccc1O	1	0	6	9	1	6	-10	4	-2
CC(C)CN1CCN(Cc2cc3ccccc3[nH]2)CC1CCO (stereo unspecified)	-4	-2	-3	0	-1	5	23	3	3
N#Cc1c2ccc(O)cc2n2ccccc12	-5	11	2	6	2	4	13	16	2
CC(=O)NCc1nc2ccccc2n1C(C)C	-6	3	4	2	-1	-6	0	0	-2
COc1ccc(CNC(=O)COC(=O)Cc2ccsc2)cc1	-1	6	7	4	2	-3	-2	5	7
CC(C)(C)c1ccc(C(=O)C=[N+]=[N-])cc1	0	5	0	1	-2	-1	-7	-1	1
N/C(=N/O)c1ccccc1N1CCC(Cc2ccccc2)CC1	6	9	7	1	0	3	18	3	11
COc1cc(C(=O)OCCCN2CCOCC2)ccc1O	-2	-4	-1	-1	0	7	-2	6	-8
C=CCOC(=O)C1=C(C)NC(SCC(=O)Nc2ccc(C)c(Cl)c2)=C(C#N)C1c1ccco1 (stereo unspecified)	1	-6	-3	-1	-3	-13	-59	-2	-4

Other records:
SMILES	PAD4 FP inh	pPAFAH FP inh	PAFAH1B2 inh	GSTO1 counter	LYPLA1 counter	PAFAH2 inh	PREPL inhibitor	PAFAH1B3 FP inh	LYPLA2 inh
Cc1ccc(S(=O)(=O)NN2C(=O)/C(=C/c3cccc(F)c3)SC2=S)cc1	-5	14	13	-4	1	4	-11	13	5
CCOc1ccc(C(C)=O)cc1CSc1nnc(-c2cccs2)n1CC1CCCO1 (stereo unspecified)	-1	1	10	0	5	7	12	-5	9
O=C(COc1ccc(CO)cc1)Nc1ccc(F)cc1	-4	-1	5	3	3	3	-3	5	1
CN(Cc1ccccc1)S(=O)(=O)c1ccc(NS(=O)(=O)Cc2ccccc2)cc1	-6	13	11	8	-4	5	-4	6	-4
COc1ccc(/C=C\C(=O)c2c(O)ccc3c(C)cc(=O)oc23)cc1OC	-7	1	3	-2	2	1	0	11	6
CCCC(c1nnnn1Cc1ccco1)N1CCN(c2cc(Cl)ccc2C)CC1 (stereo unspecified)	-1	1	7	-4	-2	-8	13	7	3
Cc1ccc(C(C)C)c2oc(=O)cc(-c3ccc(-c4ccc(C(F)(F)F)cc4)cc3)c12	-1	-2	-3	nt	nt	-2	nt	-1	nt
O=S(=O)(NC(=NCc1ccccc1)c1ccccc1F)c1ccccc1	-2	4	6	7	-1	3	1	5	2
COc1c(F)c(F)c(C(=O)Nc2ccc(NC(=O)Cc3ccccc3)cc2)c(F)c1F	0	1	5	4	0	10	-9	-3	-3
Cc1occc1C(=O)NNC(=O)C1CCCC1	-9	-2	2	17	-5	-1	-4	3	-9
Cc1oc(-c2ccc(Cl)cc2)nc1CN1CCC(C(=O)NCc2cccs2)CC1	2	5	3	2	1	-9	8	-2	0
Cc1ccc(-c2ccc(S(=O)(=O)NCC3CCCO3)cc2)cc1 (stereo unspecified)	-3	8	5	4	4	15	-24	4	2
Cc1ccccc1C(=O)Nc1ccccc1C(=O)NCc1ccccc1	2	-3	0	-2	-2	0	-29	5	0
CCn1cc(C(=O)N2CCN(c3ccccn3)CC2)c(=O)c2cc(S(=O)(=O)N(C)C3CCCCC3)ccc21	0	4	4	4	-2	12	-1	11	-2
COCCN(CC(=O)NC1CCCCC1)C(=O)c1csnn1	5	1	2	4	1	5	14	-6	5
Cn1nnc2cc(NC(=O)Nc3cccc(C(F)(F)F)c3)ccc21	-1	1	-2	-1	-2	-6	11	-6	7
O=C(NNS(=O)(=O)c1ccc(C(=O)NC2CCCC2)cc1)c1ccncc1	2	3	-1	2	1	-2	-10	-2	-7
O=C(Nc1ccc(Cl)cc1)N1CCOC12CCCCC2	4	5	3	12	2	8	3	10	9
Cc1ccccc1-n1c(=O)cc(N2CCc3ccccc32)[nH]c1=O	-7	-1	2	2	-3	4	1	8	-1
O=C(CN1C(=O)NC2(CCCCC2)C1=O)Nc1ccc(N2CCOCC2)cc1	0	-5	-1	-6	0	8	4	-2	-2
CC(=O)Nc1cccc(C(=O)N/N=C/c2ccc(C)o2)c1	-2	4	3	9	2	-1	3	3	-1
Clc1ccccc1OCCCCN1CCNCC1	-1	2	-2	0	0	2	3	10	0
CCN(CC)CCNC(=O)c1ccc(NC(=O)Cc2ccsc2)cc1	-3	1	0	7	2	-8	9	9	10
NC(=O)c1ccc(SCC(=O)NC2CCCCC2)c([N+](=O)[O-])c1	-3	7	1	10	-3	0	13	-5	2
C=CCN(CC=C)Cc1nc(N)nc(Nc2ccccc2C)n1	0	5	-1	0	0	4	-1	5	2
SMILES	PAD4 FP inh	pPAFAH FP inh	PAFAH1B2 inh	GSTO1 counter	LYPLA1 counter	PAFAH2 inh	PREPL inhibitor	PAFAH1B3 FP inh	LYPLA2 inh
Cc1ccc(S(=O)(=O)N2CCC(C(=O)OC(C)C(=O)N3CCOCC3)CC2)cc1 (stereo unspecified)	-2	5	11	3	3	0	-2	9	-3
CC(=O)NC(=S)Nc1ccc(N2CCOCC2)c(S(=O)(=O)Nc2cc(Cl)ccc2Cl)c1	-4	9	5	-12	-1	4	4	-1	3
O=C(N=C1SC2CS(=O)(=O)CC2N1c1ccccc1Cl)C1CCCO1 (stereo unspecified)	0	2	5	-3	2	-5	6	8	4
COc1nc(OCCNC(=O)Nc2ccccc2)nc(N(C)C)n1	-10	-7	-1	-10	-1	0	5	10	-5
CCN(Cc1ccccc1)C(=O)CCc1nc(CN2CCN(C(=O)c3ccc([N+](=O)[O-])cc3)CC2)no1	-4	2	4	-22	4	2	5	5	10
O=C(CN1CCN(Cc2ccccc2Cl)C1=O)NCCCN1CCOCC1	-1	3	0	-2	-1	-2	0	0	-4
CCCCn1c(N)c(N(CCOC)C(=O)CSc2nnc(-c3ccco3)n2CC)c(=O)[nH]c1=O	0	2	3	nt	nt	1	10	0	nt
CCCN1CCCc2cc(CN)ccc21	28*	21	1	64*	3	10	63*	30*	18
COc1ccc(NC(=O)C2CCCO2)cc1 (stereo unspecified)	-2	0	1	5	2	-3	15	8	9
CC(O)[C@@H](NC(=O)C1CCC(CNC(=O)[C@H](Cc2ccccc2)NC(=O)OC(C)(C)C)CC1)C(=O)O (stereo partly specified)	4	-2	2	0	2	-2	0	-5	-2
O=C(CN1C(=O)COc2ccccc21)NCCCN1CCN(Cc2ccccc2)CC1	1	4	3	-1	-1	2	14	6	2
CCOC(=O)CC1=C(C(=O)OCC)C(c2cccnc2)C(C#N)=C(N)O1 (stereo unspecified)	-4	8	1	10	1	5	11	2	-2

Some of the compounds tested. The share of hits here may be higher or lower than overall.
